PKA-R1A activ: activates the PKA-R1A holoenzyme complex; P00514+P68181; PKA-R1A dissociation, Cy5-IP20 fluorescence polarization; scaled: DMSO 0%, 113 µM cGMP 100%; activation, % at 11.4 µM; hit rate 0.083% among 340,000; AID 504707;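 active = percent activation above the mean of all tested compounds plus 3 SD, cut at about 19% in these data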;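 note: higher means more PKAc released from R1A so a rise in polarization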
SR-BI uptake up: activators of SR-BI mediated HDL lipid uptake; CHO ldlA[mSR-BI] cells, DiI-HDL uptake fluorescence, 3 h; 100 = double the neutral-control signal; activation, % at 12.5 µM; hit rate 0.096% among 320,000;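 active = mean replicate activation of at least 60% and every replicate at or above 60%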;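 note: 0% = median plate neutral-control signal and 100% = twice that signal; values of inactives mirror those of a sister screen read the other way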
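Material: SR-BI-overexpressing, LDLR-lacking CHO cells; schedule: compound exposure 3 h, 37 °C; reagent: DiI-labelled HDL at 10 µg/mL final; technique: bottom-read fluorescence, 550/595 nm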
SR-BI DiI inh: mouse SR-BI HDL lipid transfer inhibition | Q61009 | ldlA[mSR-BI] CHO cells, DiI-HDL uptake fluorescence, 3 h | inhibition, % at 12.5 µM | hit rate 0.96% among 320,000 | AID 488896;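 active = mean replicate inhibition of at least 70% and a set share of replicates each scoring 70 or more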;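 note: 0% = median of neutral control wells and 100% = median of positive control wells; values of inactives mirror those of a sister screen read the other way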
MITF act: activators of MITF-driven TRPM1 promoter activity in SK-MEL-5 cells; SK-MEL-5 TRPM1-promoter luciferase, 24 h; % of positive control, neutral wells = 0; activation, % at 12.5 µM; hit rate 0.75% among 300,000; AID 588334;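 active = mean activation of at least 80% with every replicate also reaching 80%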;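 note: 0% = neutral control wells and 100% = parthenolide positive control wells; values of inactives mirror those of a sister screen read the other way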
NSD2 inh: inhibitors of human histone methyltransferase NSD2; O96028; NSD2 peptide methylation, AlphaScreen, 120 min; inhibition, % at 12.5 µM; hit rate 0.54% among 310,000; AID 743445; in the data active = inhibition above about 50%
Target sequence (O96028 whole entry, looked up): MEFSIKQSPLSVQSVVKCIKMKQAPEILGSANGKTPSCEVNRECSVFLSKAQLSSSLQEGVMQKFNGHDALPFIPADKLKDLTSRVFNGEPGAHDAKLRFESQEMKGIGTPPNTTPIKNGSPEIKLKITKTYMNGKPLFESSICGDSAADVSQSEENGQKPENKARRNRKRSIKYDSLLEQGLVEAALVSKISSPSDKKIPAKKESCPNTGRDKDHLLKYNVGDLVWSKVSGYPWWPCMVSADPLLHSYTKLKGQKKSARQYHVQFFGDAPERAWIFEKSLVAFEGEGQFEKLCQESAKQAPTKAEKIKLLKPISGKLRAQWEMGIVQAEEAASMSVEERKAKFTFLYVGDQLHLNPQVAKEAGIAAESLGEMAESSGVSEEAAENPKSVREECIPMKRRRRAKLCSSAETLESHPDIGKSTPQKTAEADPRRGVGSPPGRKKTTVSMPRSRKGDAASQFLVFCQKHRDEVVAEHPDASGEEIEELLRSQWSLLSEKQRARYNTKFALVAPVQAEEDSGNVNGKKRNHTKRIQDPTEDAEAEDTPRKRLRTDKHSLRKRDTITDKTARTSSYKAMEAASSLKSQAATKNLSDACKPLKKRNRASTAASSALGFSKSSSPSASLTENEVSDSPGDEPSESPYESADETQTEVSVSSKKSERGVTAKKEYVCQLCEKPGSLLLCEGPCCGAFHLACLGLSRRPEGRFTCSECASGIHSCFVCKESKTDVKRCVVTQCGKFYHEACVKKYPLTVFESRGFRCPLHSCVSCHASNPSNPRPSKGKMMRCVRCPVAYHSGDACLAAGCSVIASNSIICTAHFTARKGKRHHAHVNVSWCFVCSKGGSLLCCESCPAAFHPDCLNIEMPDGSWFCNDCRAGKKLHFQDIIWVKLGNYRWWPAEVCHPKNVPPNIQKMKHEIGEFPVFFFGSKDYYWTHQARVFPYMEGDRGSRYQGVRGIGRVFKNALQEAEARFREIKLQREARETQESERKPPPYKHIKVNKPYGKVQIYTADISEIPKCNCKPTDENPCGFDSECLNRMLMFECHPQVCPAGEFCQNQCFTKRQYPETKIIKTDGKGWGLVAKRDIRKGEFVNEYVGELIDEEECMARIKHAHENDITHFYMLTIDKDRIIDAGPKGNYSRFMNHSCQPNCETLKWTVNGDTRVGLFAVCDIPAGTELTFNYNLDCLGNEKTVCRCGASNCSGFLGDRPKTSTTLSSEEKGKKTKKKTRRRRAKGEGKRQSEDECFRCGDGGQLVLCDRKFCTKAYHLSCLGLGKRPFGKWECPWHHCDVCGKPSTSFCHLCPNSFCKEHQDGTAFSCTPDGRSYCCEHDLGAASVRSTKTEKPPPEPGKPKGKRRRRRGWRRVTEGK
SUMO Mot1 rescue: SUMOylation pathway inhibition by Mot1-301 growth rescue. S. cerevisiae Mot1-301 growth rescue, ATP luminescence, 38.5C; percent above DMSO median, 100 means doubled. growth rescue, % at 18.8 µM. hit rate 1% among 320,000;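 active = every valid replicate shows activation above 250% relative to neutral control wells; inactive = the rest, any valid replicate at or below 250%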;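 note: OY570 slx delta 5 strain wells were the positive control but not used for scaling; some compounds called inactive have numbers as strong as hits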
dFosB act: enhances mouse delta FosB homodimer DNA binding; hit rate 0.99% among 340,000; activation, % at 25 µM; P13346; purified delta FosB, TAMRA-CDK5 oligo fluorescence polarization; percent of positive-control signal above neutral wells;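 active = mean activation above about 17%, with every replicate also reaching it, limit read from the data, passing the limit was not always enough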;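 note: fluorescence polarization rise as delta FosB binds a TAMRA Cdk5 AP-1 oligo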
PKA-R2B activ: activators of human PKA-R2B complex | P22694+P31323 | PKA-R2B holoenzyme dissociation, Cy5-IP20 fluorescence polarization; R2B truncated from residue 108, S112A mutant; 0% DMSO only, 100% 113 µM cGMP | activation, % at 11.4 µM | hit rate 0.079% among 340,000;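 active = activation above a cutoff set at the mean over all compounds plus 3 SD, cut at about 18% in these data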;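 note: higher means more holoenzyme dissociation and a rise in polarization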
CDK5 p35 inh: blocks human CDK5/p35 kinase activity. hit rate 0.01% among 330,000. inhibition, % at 10 µM. Q00535+Q15078. Recombinant CDK5/p35, ADP-Glo luminescence, 60 min;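 active = highest replicate inhibition of at least 50% and at least 75% of replicates reaching 50%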;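 note: plate controls were DMSO neutral control for no effect and GW8510 at 10 µM for full effect; many of its hits are not listed in these tables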
DSG3 Ab inh: blocks pemphigus antibody binding to human desmoglein-3. AID 588358. P32926. DSG3-coupled beads, scFv-anti-DSG3-GFP binding, flow cytometry; hits give low values. hit rate 0.48% among 310,000. binding (percent of control), % at 10 µM;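 active = binding more than 3 SD below its plate's average and above zero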;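 note: hits lower antibody fragment binding to DSG3; some compounds called inactive have numbers as strong as hits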
Arr AP2 block: blocks beta-arrestin peptide binding to AP2 adaptin. inhibition, % at 10 µM. FITC-arrestin peptide / GST-AP2 beads, flow cytometry; AP2 beta2 appendage carries R879A mutation. hit rate 0.31% among 340,000;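 active = inhibition above a set limit, near 3 SD of compounds lacking own fluorescence, cut at about 54% in these data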;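 note: plate controls were DMSO wells for no effect and 5 µM unlabelled arrestin peptide for full effect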
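System: GST-tagged AP2 beta2-adaptin appendage (R879A) on 4 µm glutathione beads / Reagent: FITC-arrestin peptide, 50 nM / Detection: HyperCyt-sampled flow cytometry, FL1 channel, ex 488/em 535 nm / Timing: 12 min plus 1 h, RT / Buffer or medium: PBS plus Tween 20 (0.05%) and BSA (0.1%)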
Starred values were filed as active, the others as inactive; · = no result given; + = active, no number. An unsorted share of the library; about 4.7% have a hit in one of these screens.

SMILES	PKA-R1A activ	SR-BI uptake up	SR-BI DiI inh	MITF act	NSD2 inh	SUMO Mot1 rescue	dFosB act	PKA-R2B activ	CDK5 p35 inh	DSG3 Ab inh	Arr AP2 block
CN1CCC(N(C)C(=O)Cc2ccccc2[N+](=O)[O-])CC1	-7	23	-23	-3	4	61	2	3	-2.5	97	-7
CC(/C=C/c1cccc([N+](=O)[O-])c1)=N/NC(=O)c1cccnc1	-5	-9	9	-11	0	-16	-1	-2	-1.0	98	-1
CNC(=O)CCCc1nc(-c2ccccc2Cl)no1	-1	30	-30	-4	0	0	4	-3	1.5	131	24
CC(OC(=O)c1oc2ccccc2c1COc1ccccc1)C(N)=O (configuration not stated)	6	-2	2	2	-4	-3	0	-6	1.1	94	12
Nc1ncnc2oc(-c3ccco3)c(-c3ccco3)c12	-3	-16	16	-16	·	7	-14	-6	2.6	52*	24
Cc1ccc(S(=O)(=O)N(C)C)cc1NC(=S)NCCc1ccccn1	-6	1	-1	-4	-1	2	8	-4	-2.8	106	15
CCOc1ccc(CCNC(=O)CCc2nnc3ccc(N4CCOCC4)nn23)cc1	1	1	-1	4	·	5	2	3	0.0	114	-6
COc1ccc(NC(=O)CSc2n[nH]c(N)n2)cc1OC	3	18	-18	11	0	-25	4	7	3.2	105	9
CCOc1ccc(/C=C2/C(=O)N(c3ccc(OC)cc3)C(=S)N2CC(=O)OC)cc1OCC	-13	-46	46	-4	-2	289	2	-14	0.7	·	24
CCCc1nnc(SCC(=O)N2CCCCC2C)n1CC1CCCO1 (configuration not stated)	6	0	0	·	-3	2	1	4	-1.3	90	13
CSCC(C)N1CCC(CO)(CCCc2ccccc2)CC1 (configuration not stated)	-2	-17	17	-9	-3	87	-4	6	-1.2	90	42
O=C(COc1cc(Cl)ccc1Cl)Nc1ccc2c(c1)CCC2	-9	-12	12	28	-2	-27	-5	0	-0.2	91	-1
CN1CC=C2C(C#N)=C(N)C(C#N)(C#N)C(c3ccsc3)C2C1 (configuration not stated)	-11	-10	10	·	22	-10	-6	6	0.0	100	6
COc1ccc2c(c1)C(C)(CCN)C(=O)N2C (configuration not stated)	5	53	-53	18	·	-1	6	-4	0.3	101	4
O=C(Nc1cccc(F)c1)c1cc(S(=O)(=O)NCCC2=CCCCC2)ccc1F	-12	-3	3	-17	0	8	-12	-9	-1.8	98	-3
N#Cc1ccc(NC(=O)N2CCC(c3nc4c(nnn4Cc4cccc(Cl)c4)c(=O)[nH]3)CC2)cc1	-5	-22	22	15	-1	3	-18	1	0.6	93	8
COc1ccc(C)cc1NC(=O)CN(C)S(=O)(=O)c1cccs1	-3	-36	36	-6	-2	8	2	-6	-0.1	109	-8
COc1cccc(N(C(=O)C2CSC(=O)C2)C(C(=O)NC(C)(C)C)c2ccncc2)c1 (configuration not stated)	-1	6	-6	·	-3	-9	-5	-4	0.7	96	34
COc1cc(C(=O)Nc2ccc3c(c2)Cc2cc(NC(=O)c4cc(OC)c(OC)c(OC)c4)ccc2-3)cc(OC)c1OC	-15	-57	57	-15	-4	-11	-8	2	1.3	98	-2
CNCC[C@@H](Oc1ccccc1C)c1ccccc1	-1	17	-17	9	·	-5	-3	-3	0.2	110	-6
O=C(NCc1cccnc1)c1ccc(NS(=O)(=O)c2ccc(F)cc2)cc1	-6	11	-11	-5	4	-10	-4	-7	0.1	99	16
COc1cc2ccc(=O)oc2c(O)c1OCC=C(C)C	-1	18	-4	28	·	-7	0	2	0.4	98	21
CCOc1ccc(N(CC(=O)NCCSc2ccccn2)S(=O)(=O)c2ccc(Cl)cc2)cc1	-4	·	·	-3	23	-21	-6	-7	-6.2	122	2
CC(C)C(=O)NC(=S)Nc1ccc(S(=O)(=O)NC(C)(C)C)cc1	3	9	-9	-3	0	10	-6	-11	-1.7	·	-4
CC(C)CC(=O)NC(=S)NCc1ccccc1	-7	36	-36	12	2	-4	0	6	-0.4	100	-4
CCN(CC)S(=O)(=O)c1cc(NC(=O)c2ccc(Br)s2)ccc1C	-7	-75	75*	25	1	-10	-9	-5	0.1	100	31
CC(O)CN1CCN(C(=O)CN2C(=O)NC(c3ccccc3)(c3ccccc3)C2=O)CC1 (configuration not stated)	2	-4	4	0	-2	-6	-8	0	1.4	97	12
COc1cc(Cl)ccc1OCc1cc(C(=O)NCCCN2CCCC2=O)no1	3	-7	7	0	3	0	-4	-13	-0.7	99	0
C[n+]1ccn(CC(=O)c2ccc(Cl)cc2)c1	-6	32	-32	-8	8	-10	0	-10	-0.2	100	25
CC1CCN(C(=O)Cn2nnc(-c3ccc(C(C)C)cc3)n2)CC1	8	-1	1	11	0	27	-12	-6	0.5	89	0
Cc1cc(Br)ccc1NC(=O)C1CCN(S(=O)(=O)c2cnc[nH]2)CC1	3	16	-16	-9	0	-9	-9	1	0.6	101	-4
COc1cc(OC)cc(-c2n[nH]c(=S)n2-c2ccc3c(c2)OCCO3)c1	1	-5	5	4	-3	5	5	-7	2.1	102	4
COCCN(C(=O)C(F)(F)F)C(C(=O)NC1CCCCC1)c1ccco1 (configuration not stated)	-6	23	-23	-12	0	-3	0	5	-1.4	99	-7
Cc1ccc(COc2coc(CO)cc2=O)cc1	-12	10	-10	·	·	1	-2	1	-0.8	·	-6
CCOC(=O)Nc1ccc2c(c1)N(C(=O)CCCl)c1ccccc1[S@]2=O	5	-9	9	-53	-7	8	3	-5	0.7	96	8
Cc1ccc2c(c1)NC(=O)C(CC(=O)Nc1ccc(CN3CCC(C)CC3)cc1)O2 (configuration not stated)	-14	2	-2	-1	·	218	-1	-14	1.5	106	7
COc1ccc(C(=O)NC2(C(F)(F)F)N=C3SCCN3C2=O)cc1 (configuration not stated)	-1	18	-18	·	6	-1	-5	19*	-0.8	99	15
CC1CCN(C(=O)CSc2nc3[nH]ncc3c(=O)[nH]2)CC1	2	11	-11	10	·	20	7	3	-1.8	·	8
Cc1ccc(S(=O)(=O)N(C)c2ccc(OC(=O)CN3C(=O)NC4(CCCC4)C3=O)cc2)cc1C	-9	17	-17	-7	5	+	25*	-3	1.2	102	-3
CCn1c(C(=O)NC2CCC(C)CC2)cc2sccc21 (configuration not stated)	4	-18	18	92*	-4	-15	-5	-5	-7.8	108	·

Part of the list above in order of number of heavy atoms, highest first:
SMILES	PKA-R1A activ	SR-BI uptake up	SR-BI DiI inh	MITF act	NSD2 inh	SUMO Mot1 rescue	dFosB act	PKA-R2B activ	CDK5 p35 inh	DSG3 Ab inh	Arr AP2 block
CC(O)CN1CCN(C(=O)CN2C(=O)NC(c3ccccc3)(c3ccccc3)C2=O)CC1 (configuration not stated)	2	-4	4	0	-2	-6	-8	0	1.4	97	12
CCn1c(C(=O)NC2CCC(C)CC2)cc2sccc21 (configuration not stated)	4	-18	18	92*	-4	-15	-5	-5	-7.8	108	·
Cc1ccc(COc2coc(CO)cc2=O)cc1	-12	10	-10	·	·	1	-2	1	-0.8	·	-6

Looked up by structure from the entries so far (2):
SMILES	PKA-R1A activ	SR-BI uptake up	SR-BI DiI inh	MITF act	NSD2 inh	SUMO Mot1 rescue	dFosB act	PKA-R2B activ	CDK5 p35 inh	DSG3 Ab inh	Arr AP2 block
CC(O)CN1CCN(C(=O)CN2C(=O)NC(c3ccccc3)(c3ccccc3)C2=O)CC1 (configuration not stated)	2	-4	4	0	-2	-6	-8	0	1.4	97	12
COc1cc(OC)cc(-c2n[nH]c(=S)n2-c2ccc3c(c2)OCCO3)c1	1	-5	5	4	-3	5	5	-7	2.1	102	4

(list continues)
SMILES	PKA-R1A activ	SR-BI uptake up	SR-BI DiI inh	MITF act	NSD2 inh	SUMO Mot1 rescue	dFosB act	PKA-R2B activ	CDK5 p35 inh	DSG3 Ab inh	Arr AP2 block
O=C(Nc1cc2c(ccc3ccccc32)oc1=O)C1CCCCC1	4	30	-30	4	22	2	3	-3	0.8	104	-1
Cn1c(SCC(=O)N2CCCc3ccccc32)nnc1-c1ccccc1	-7	9	-9	-7	1	-9	0	-21	-0.4	102	-45
CC1CC(C)CN(C(=O)CCC(=O)Nc2nnc(C(C)C)s2)C1 (configuration not stated)	-7	4	-4	7	-5	10	-10	-20	-0.1	109	4
Cc1ccsc1/C=N\NC(=O)CC(=O)NCc1ccccc1	6	31	-31	2	2	-5	-3	-2	-0.6	103	-9
CC(C)(C)c1ccc(C(=O)O)c(C(=O)c2ccccc2)c1	3	19	-19	5	1	906	-11	-1	-0.2	108	33
CN(C)C(CNC(=O)Cc1ccc([N+](=O)[O-])cc1)c1ccccc1 (configuration not stated)	-4	23	-23	-4	-1	-10	-6	-3	0.3	·	-44
Fc1ccc(/C=N/NC2=Nc3cccc4cccc2c34)cc1	9	-58	58	18	0	-9	1	-4	-0.4	134	-2
NC(=O)c1c(NC(=O)Cn2nc(C(=O)O)c3ccccc3c2=O)sc2c1CCC2	4	·	·	13	·	2	33*	1	0.0	105	-15

Source: PubChem
